# Screens as filed in PubChem.
# HCV inhibitor: qHTS Assay for Inhibitors of Hepatitis C Virus (HCV); Huh7.5.1 HCVcc-Cre infection, luciferase reporter, 44 h; Potency, µM (top dose mostly 41.8 µM), for inactives: at the top dose activity change, negative = inhibition, usual class: inhibitors; 340,000 tested, 3.4% active; further: potency means the concentration at half of the fitted maximal effect
#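 HCVcc-Cre virus at an moi near 0.5 was added right after compound to cells cultured 4 h from seeding (1,000 cells/well). Luciferase activity was determined 44 h later, 15 min after substrate addition at RT.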
# HCMV antiviral: qHTS Assay for inhibitors of the human cytomegalovirus (HCMV). HFF cells, HCMV-luciferase reporter, 72 h; stronger effect = lower value. activity change, negative = inhibition, % at 57.5 µM. 410,000 tested, 4.5% active. AID 1259415, 2018; in the data active means activity change below about -60%; inconclusive means no clear call, values can overlap the other calls; inactive means above about -39%
#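 Steps: HFFs plated, 16 h 37C; compounds added; HCMV-luciferase added to MOI 1 PFU/cell; 72 h 37C; OneGlo reagent, 5 min room temperature; luminescence read, normalized to controls.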
# AmpC detergent: qHTS Inhibitors of AmpC Beta-Lactamase (assay with detergent); P00811; AmpC hydrolysis of nitrocefin, absorbance 480 nm, 0.01% Triton; Potency, µM (series often up to 114 µM), for the others: top-dose activity change, negative = inhibition, most hits filed as inhibitors; 370,000 tested, 0.041% active;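 further: potency means the concentration at half of the fitted maximal effect; 0% = no-compound wells and -100% = no-enzyme wells; nearly all actives have a fitted effect of over 25% in size; some results filed as inactive show a strong effect at the top dose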
# Target sequence (P00811 whole entry, looked up): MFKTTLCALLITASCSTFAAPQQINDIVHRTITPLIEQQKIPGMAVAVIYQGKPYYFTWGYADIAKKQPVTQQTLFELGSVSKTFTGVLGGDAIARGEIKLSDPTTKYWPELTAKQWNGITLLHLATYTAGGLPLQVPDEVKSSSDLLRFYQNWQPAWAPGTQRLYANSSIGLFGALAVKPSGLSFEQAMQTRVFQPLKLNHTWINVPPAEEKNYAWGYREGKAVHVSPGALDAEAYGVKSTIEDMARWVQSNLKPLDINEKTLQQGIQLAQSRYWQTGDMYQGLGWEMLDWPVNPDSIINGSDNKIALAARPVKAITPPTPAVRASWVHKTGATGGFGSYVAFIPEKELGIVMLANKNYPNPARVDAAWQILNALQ
#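 20 mM phosphate pH 7.0 + 0.01% (detergent screen) or 0.0001% Triton X-100; 5.3 nM AmpC reagent; cpd preinc 15 min RT; nitrocefin (800 uM stock) to start; A480 q20 s × 4 min; Activity was normalised to no-enzyme and no-compound control wells.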
# AmpC inh no detg: qHTS Inhibitors of AmpC Beta-Lactamase (assay without detergent) | P00811 | Potency, µM (series often up to 57.1 µM), inactives show top-dose activity change, negative = inhibition, usual class: inhibitors | 330,000 tested, 0.52% active | AmpC nitrocefin hydrolysis, absorbance 480 nm, 0.0001% Triton;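 further: potency means the concentration at half of the fitted maximal effect; plate controls were no compound for no effect and no enzyme for full effect; nearly all actives have a fitted effect of over 20% in size; some results filed as inactive show a strong effect at the top dose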
#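 20 mM phosphate pH 7.0 + 0.01% (detergent screen) or 0.0001% Triton X-100; 5.3 nM AmpC reagent; cpd preinc 15 min RT; nitrocefin (800 uM stock) to start; A480 q20 s × 4 min; Activity was normalised to no-enzyme and no-compound control wells.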
# TbPYK inhibitor: qHTS of Trypanosoma Brucei Inhibitors | pyruvate kinase (Trypanosoma brucei), Q57TT1 | TbPYK enzyme, Kinase-Glo Plus ATP luminescence, 45 min | Potency, µM (highest dose often 76.8 µM), inactives show at the top dose activity, negative = inhibition, hits mostly inhibitors | 410,000 tested, 0.12% active; further: potency means the concentration at half of the fitted maximal effect; nearly all actives have a fitted effect of over 50% in size
#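 Luminescent Kinase-Glo Plus end-point after 45 min room-temperature reaction of T. brucei pyruvate kinase started with 130 uM ADP (final). Buffer TEA 50 mM pH 7.2 with KCl, MgCl2, BSA, Tween-20; titration-based qHTS with fitted concentration-effect curves.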
# LmPK inh: qHTS Assay for Inhibitors of Leishmania Mexicana Pyruvate Kinase (LmPK). purified LmPK, Kinase-Glo ATP luminescence, 1 h. Potency, µM (series often up to 57.5 µM), inactives show at the top dose activity change, negative = inhibition, hits mostly inhibitors. 290,000 tested, 0.37% active; further: potency means the concentration at half of the fitted maximal effect
# Target sequence (Q27686 whole entry, looked up): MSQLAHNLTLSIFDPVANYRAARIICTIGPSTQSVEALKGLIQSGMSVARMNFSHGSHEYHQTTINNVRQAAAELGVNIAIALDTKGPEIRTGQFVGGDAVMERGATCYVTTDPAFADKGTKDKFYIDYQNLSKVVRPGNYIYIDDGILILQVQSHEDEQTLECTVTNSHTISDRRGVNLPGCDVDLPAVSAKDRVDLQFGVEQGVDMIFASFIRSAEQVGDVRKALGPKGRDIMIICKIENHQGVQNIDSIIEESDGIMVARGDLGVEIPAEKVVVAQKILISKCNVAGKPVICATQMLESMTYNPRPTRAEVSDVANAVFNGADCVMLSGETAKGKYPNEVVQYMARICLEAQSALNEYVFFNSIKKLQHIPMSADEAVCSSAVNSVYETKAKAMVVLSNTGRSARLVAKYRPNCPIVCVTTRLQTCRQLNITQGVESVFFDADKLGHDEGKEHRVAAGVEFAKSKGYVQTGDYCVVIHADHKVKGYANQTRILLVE
#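 qHTS format; LmPK 0.1 nM; substrates PEP 0.5 mM and ADP 0.1 mM. One-hour room-temperature incubation, then coupled luciferase luminescence; 0.5 nM enzyme wells mark activation.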
# AMA1 RON2 block: qHTS for Inhibitors of AMA1-RON; Towards Development of Antimalarial Drug Lead: Primary Screen. AID 720542, 2013. Potency, µM (highest dose often 58.2 µM), for the others: at the top dose activity change, negative = inhibition, hits mostly inhibitors. 360,000 tested, 0.2% active. Plasmodium falciparum AMA1 (3D7) - RON2 peptide interaction. AlphaScreen AMA1-biotinylated RON2 peptide binding;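 further: potency means the concentration at half of the fitted maximal effect; 0% = vehicle wells and -100% = peptide control; nearly all actives have a fitted effect of over 45% in size; some results filed as inactive show a strong effect at the top dose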
#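 AMA1 (3D7) with his tag at 25 nM final met compounds first, then biotinylated RON2 peptide at 25 nM; detection used donor plus acceptor beads, 10 µg/mL apiece, read by AlphaScreen after 30 min at room temperature.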
# An asterisk follows results filed as active; ? = inconclusive; · = no result given; [ ] = another dose, or the depositor's remark. Unless noted, the call rests on the fitted dose curve; in most records, active means well fitted curve in the direction sought with a large enough effect; inconclusive means small, poorly fitted or top-dose-only effect, or another doubt; inactive means no such curve, though single readings can be large; an effect the other way counts as inactive or inconclusive. Unless noted, on the % scale 0 is the no-effect control and ±100 the full control effect.
SMILES,HCV inhibitor,HCMV antiviral,AmpC detergent,AmpC inh no detg,TbPYK inhibitor,LmPK inh,AMA1 RON2 block
O=C(NCCCN1CCCC1=O)c1cc2c(s1)CCCCC2,-8%,0,-5%,11%,6%,-1%,-8%
COc1ccc(NC(=O)CSCC(=O)N(C)CCOc2ccc(Cl)cc2)cc1,?,?,-6%,2%,2%,·,-6%
CCCCn1c(NC(=S)Nc2ccccc2)nc2ccccc21,?,-13,-6%,?,5%,-3%,?
O=C(NC(=S)Nc1ccc(Cc2ccncc2)cc1)c1ccccc1Cl,2%,-36,-6%,-15%,7%,2%,10%
C[C@@H](CN1CCC(Cc2ccccc2)CC1)[C@@H](O)c1ccc(O)cc1,?,80,-14%,-30%,-4%,·,-7%
O=C(N/N=C/c1cccc([N+](=O)[O-])c1)c1cccc2cc[nH]c12,1%,52,-1%,-31%,5%,0%,-3%
COC(=O)C1=C(N)Oc2cc(C)n(CC3CCCO3)c(=O)c2C1c1ccccc1 (stereo not drawn),-2%,-36,-10%,2%,-4%,6%,6%
COc1ccc(-c2cc(C(=O)NCc3ccc(C(F)(F)F)cc3)[nH]n2)c(C)c1,·,28,·,·,-1%,·,-7%
Cc1cc2nc(-c3ccccc3)c(Cc3cccc(F)c3)n2c(C)c1Br,·,81,·,·,-6%,·,-17%
CS(=O)(=O)c1ccc(C(=O)N2CCN(Cc3ccccc3)CC2)cc1,3%,?,-12%,-13%[11.4 µM],0%,9%,5%
CCOC(=O)CC1C(=O)NCCN1S(=O)(=O)c1ccc(C)cc1 (stereo not drawn),1%,1,1%,-8%,-14%,-1%,6%
Nc1c(S(=O)(=O)c2cccc(Cl)c2)c2nc3ccccc3nc2n1CCN1CCOCC1,-4%,22,?,2%,0%,0%,8%
CCOC(=O)c1ccc(N2C(=O)CC(C3CCCO3)C2=O)cc1 (stereo not drawn),18%,26,6%,-10%,4%,1%,-14%
CC1(C(=O)NS(=O)(=O)c2ccc(C#N)cc2)CCN1C(=O)C1CCCCC1 (stereo not drawn),·,28,·,·,-1%,·,-3%
Cc1ccc(N(CC(=O)NCC2CCCO2)S(C)(=O)=O)cc1Cl (stereo not drawn),?,23,?,-2%,-4%,0%,-2%
CC(=O)N1CCCC(c2cc(C(=O)Nc3ccccc3)no2)C1 (stereo not drawn),·,-73*,·,·,-14%,·,-2%
Cc1nn(Cc2ccccc2)c(C)c1C(=O)N1CCN(CC(=O)Nc2ccc(F)cc2)CC1,-7%,-14,-10%,34%,-3%,·,-10%
Cc1nc(C)c(C(=O)N2CCCC(C(=O)c3ccc(Cl)cc3C)C2)s1 (stereo not drawn),6%,-16,3%,117%[activator],-2%,1%,1%
COc1cc(/C=C2/SC(=S)N(CC(=O)O)C2=O)ccc1OCC(=O)Nc1ccc(C)c(C)c1,·,11,-3%,-26%,·,1%,·
Cc1cc(C)c(S(=O)(=O)NCC(c2ccc3c(c2)OCO3)N2CCOCC2)c(C)c1 (stereo not drawn),13%,-33,-10%,86%[activator],2%,·,42%[activator]
CCC1CCc2c(sc(NC(=O)C3c4ccccc4Oc4ccccc43)c2C(=O)OC)C1 (stereo not drawn),·,-20,29%,·,-5%,·,·
C/C(=N\N=C1\NC(=O)CS1)c1cccs1,22%,54,2%,-4%,1%,0%,-4%
O=C(COC(=O)CCC1CCCC1)Nc1cccc(S(=O)(=O)N2CCOCC2)c1,-1%[8.37 µM],1,-6%,5%,-3%,·,5%
COc1ccc([C@H]2CC(=O)C=C(c3cc(C=O)ccc3OC)C2)cc1OC,20%,22,5%,11%,-7%,·,0%
FC(F)Oc1ccc(-c2csc(=Nc3cccnc3)n2CC2CCCO2)cc1 (stereo not drawn),11µM*,-76*,10%,8%,-12%,0%,-16%

# Results in HCMV antiviral, for some of the entries so far:
SMILES	HCMV antiviral
O=C(NCCCN1CCCC1=O)c1cc2c(s1)CCCCC2	0
COc1ccc(NC(=O)CSCC(=O)N(C)CCOc2ccc(Cl)cc2)cc1	?
CCCCn1c(NC(=S)Nc2ccccc2)nc2ccccc21	-13
O=C(NC(=S)Nc1ccc(Cc2ccncc2)cc1)c1ccccc1Cl	-36
C[C@@H](CN1CCC(Cc2ccccc2)CC1)[C@@H](O)c1ccc(O)cc1	80

# A different layout for 2 compounds above:
compound | HCV inhibitor | HCMV antiviral | AmpC detergent | AmpC inh no detg | TbPYK inhibitor | LmPK inh | AMA1 RON2 block
CCOC(=O)CC1C(=O)NCCN1S(=O)(=O)c1ccc(C)cc1 (stereo not drawn) | 1% | 1 | 1% | -8% | -14% | -1% | 6%
COc1ccc(-c2cc(C(=O)NCc3ccc(C(F)(F)F)cc3)[nH]n2)c(C)c1 | · | 28 | · | · | -1% | · | -7%

# More results
SMILES,HCV inhibitor,HCMV antiviral,AmpC detergent,AmpC inh no detg,TbPYK inhibitor,LmPK inh,AMA1 RON2 block
CCc1cc(=O)oc2c3c(c(Cl)cc12)OCN(Cc1cccc(OC)c1)C3,·,5,-4%,·,5%,·,·
Cc1nc2ccccc2n1C(=O)c1ccccc1[N+](=O)[O-],-2%,-5,-3%,-17%,-9%,2%,1%
O=C(Nc1nccs1)c1cn2ccccc2n1,13%,17,4%,-19%,-4%,25µM*,109%[activator]
CCCCn1nnnc1C(c1cc2ccccc2o1)N1CCN(C(=O)OC(C)(C)C)CC1 (stereo not drawn),·,16,·,·,7%,·,26%
Cc1cc(OCc2cccc(S(=O)(=O)N3CCOCC3)c2)ccc1Cl,?,-21,-18%,17%,22%,·,5%
Cc1ccc(S(=O)(=O)N2CCCCC2)cc1NC(=O)CSc1ncn[nH]1,-13%,-13,0%,-20%,-5%,9%,12%
CCCN1C2CCCC1CC(NC(=O)c1ccccc1Br)C2 (stereo not drawn),0%,78,-1%,-6%,-10%,0%,3%
O=C(CCSc1ccccn1)c1ccccc1,7%,19,-4%,-11%,-9%,-22%,58%[activator]
CC(=O)Nc1ccc(NC(=O)c2sc(-c3ccccc3)nc2C)cc1,?,-26,-6%,3%,-4%,6%,-9%
CCCNC(=O)c1ccc(OC)cc1OC,13%,-10,-2%,-21%,-3%,1%,-5%
O=C(O)CNc1nc(-c2ccccc2)nc2ccccc12,5%,-19,-15%,-13%,1%,3%,-13%
Cc1oc(-c2ccccc2Cl)nc1Cn1cccc1C1=NC(c2ccccc2)CO1 (stereo not drawn),11µM*,?,-11%,-15%,7%,3%,0%
COC(=O)CC(=O)N1CCN(c2ccc(Cl)c(Cl)c2)CC1,9%,-32,-1%,14%,4%,6%,12%
Cn1cc(C(=O)NCN2CCCCC2)c2ccccc21,19%,12,?,-11%,8%,0%,-3%
CS(=O)(=O)c1ccc(Cl)c(NC(=O)COC(=O)CNC(=O)c2sc3ccccc3c2Cl)c1,0%,-1,-12%,-12%,-1%,·,-18%
COc1ccc(/C=C\C(=O)NC2CC(=O)N(c3ccccc3)C2)cc1OC (stereo not drawn),·,47,4%,·,-1%,·,·
Oc1ccc(Cl)cc1CNc1cccc2cccnc12,-7%,-31,-2%,-48%,-2%,4%,53%[activator]
CCOC(=O)N/N=C/C(Cl)=C/c1ccccc1,-20%,?,0%,-9%[11.4 µM],4%,5%,-7%
CCOCC(=O)Nc1ccc(S(=O)(=O)N2CCC(c3nc4ccccc4[nH]3)CC2)cc1,16%,-10,-2%,-29%,-6%,·,0%
COc1cccc(Nc2ncccc2C(=O)O)c1,17%,82,1%,-18%,-9%,0%,-3%
CCOc1ccccc1NC(=O)c1cccc(S(=O)(=O)N(Cc2ccccc2)c2ccccc2OC)c1,?,-5,?,?,8%,1%,-8%
CCOC(=O)c1cn(Cc2cccc(Cl)c2)nn1,31%[activator],-16,1%,-2%,-2%,-1%,3%
COc1ccc(C(=O)OCCOc2cccc(Cl)c2)cc1S(=O)(=O)N1CCOCC1,-14%,66,5%,302%,-9%,-7%,19%
CNC(=O)c1sc(-c2cccs2)nc1C,7%,5,-11%,-14%,-2%,-21%,-7%
CCC(C)c1ccc(NC(=O)c2cnn3c(C(F)F)cc(C)nc23)cc1 (stereo not drawn),?,4,-1%,-15%[2.29 µM],-7%,2%,26%

# Remaining list, next part
SMILES,HCV inhibitor,HCMV antiviral,AmpC detergent,AmpC inh no detg,TbPYK inhibitor,LmPK inh,AMA1 RON2 block
CN(Cc1ccccc1)C(=O)c1ccc(NC(=O)Cc2cccc(NC(=O)C3CCN(C(=O)C4CCCC4)CC3)c2)cc1,-10%,-4,5%,31%,-9%,·,-4%
O=C(Nc1ccccc1Cl)N(Cc1nc2ccccc2c(=O)[nH]1)Cc1cccs1,47%[activator],?,-8%,-37%,2%,0%,86%[activator]
CCOc1ccc(NC(=O)CN(C)C(=O)c2cc(C)oc2C)cc1OCC,?,-9,-10%,-1%,-2%,·,-6%
CN(Cc1ccccc1Cl)C(=O)c1cc2ccccc2o1,10%,23,?,-15%,1%,7%,10%
Cc1nnc(NC(=O)c2csc3c2CCC(C)C3)s1 (stereo not drawn),-5%,13,1%,154%[activator],0%,-3%,-1%
O=C(NCc1cccc(F)c1)c1ccc(-n2cnc3cccnc32)cc1,·,?,-2%,·,4%[15.4 µM],·,·
NC(=O)NC(=O)CC1S/C(=N/N=C/c2ccccc2)NC1=O (stereo not drawn),9%,2,2%,-10%,1%,0%,35%[activator]
COc1ccc(OC)c(NC(=O)CSc2ncccn2)c1,14%,51,7%,-34%,·,3%,-15%
Oc1cccc(-c2sc3ccccc3c2-c2ccc(OCCN3CCCCC3)cc2)c1,·,-22,·,·,0%,·,?
Cc1ccc(-n2ncc(C(=O)NCCCN3CCc4ccccc4C3)c2C2CCN(C(=O)OC(C)(C)C)CC2)cc1C,·,0,-8%,·,1%[15.4 µM],·,·
O=C(Nc1sc2c(c1C(=O)NCC1CCCO1)CCCC2)c1cccs1 (stereo not drawn),?,-30,?,-8%,3%,3%,44%[activator]
CCN(CC)CCN1C(=O)C(=O)/C(=C(/O)c2ccncc2)C1c1ccccc1 (stereo not drawn),6%,-2,-11%,-8%,-15%,-3%,4%
Cc1ccc2oc3c(c(=O)c2c1)C(c1cccs1)N(CCCN(C)C)C3=O (stereo not drawn),5%,·,1%,106%[activator],-5%,7%,3%
O=C(N/N=C1/CC2C=CCC12)c1cccs1 (stereo not drawn),3%,30,-4%,-23%,4%,-4%,20%
